influenza NS1A – H1N1 influenza NS1A inhibitors, functional cell based assay (AID 504329) | NS1A functional cell-based assay, percent inhibition; higher % means a stronger effect | inhibition, % at 12.5 µM; hits with a dose series show IC50 in µM | 340,000 compounds, 0.3% hits; in the data active means a potency from the dose series; inconclusive means inhibition above about 27% without an active follow-up result; further: strong numbers were not always called active
M. tuberculosis – growth inhibition of non-replicating M. tuberculosis (AID 488890) | Mycobacterium tuberculosis non-replicating, growth inhibition; higher % means a stronger effect | one-dose inhibition, % at 25 µM; IC50 in µM for titrated hits | 320,000 compounds, 0.39% hits; in the data active means a potency from the dose series; inconclusive means inhibition mostly from about 82% at the one dose, without a potency; inactive means the rest, 99 in 100 with inhibition below about 76%;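 further: plate controls were DMSO cells for no effect and high antibiotic wells for full effect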
VEEV TC-83 Vero – inhibitors of VEEV TC-83 cytopathic effect, confirmation, Vero cells (AID 588727); 350,000 compounds, 0.13% hits; Vero cells, VEEV TC-83 cytopathic effect inhibition; higher % means a stronger effect; inhibition, % at 20 µM; hits with a dose series show IC50 in µM; in the data active means a potency from the dose series; inconclusive means inhibition mostly from about 14% at the one dose, without a potency; inactive means the rest, 99 in 100 with inhibition below about 12%; further: strong numbers were not always called active
PhoP GFP inhibition – PhoP regulon inhibitors, Salmonella typhi PhoP promoter GFP reporter, confirmatory (AID 1850); Salmonella Typhi PhoP-promoter GFP reporter, fluorescence, 4 h; higher % means a stronger effect; one-dose inhibition, % at 50 µM; IC50 in µM for titrated hits; 310,000 compounds, 0.33% hits; in the data active means a potency from the dose series; inconclusive means inhibition mostly from about 25% at the one dose, without a potency; inactive means the rest, 99 in 100 with inhibition below about 19%;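 further: 0% = induced wells with vehicle and 100% = uninduced wells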
M. tuberculosis HTS – M. tuberculosis growth inhibition, HTS (AID 449762). M. tuberculosis H37Rv growth inhibition, 7H9 media; higher % means a stronger effect. inhibition, % at 25 µM, or IC50 in µM where a hit was titrated. 330,000 compounds, 0.59% hits; in the data active means a potency from the dose series; inconclusive means inhibition above about 70% without an active follow-up result;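 further: bacterial growth assessed after seven days of incubation; strong numbers were not always called active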
* marks the source's active call; other numbers are inactive results.

`CCOc1cc(C(=O)NCc2ccccc2)ccc1OCC(=O)N1CCCCC1` gave influenza NS1A 1%, M. tuberculosis 16%, VEEV TC-83 Vero 2.5% and M. tuberculosis HTS -2%.
`O=C1/C(=C/c2ccc(F)cc2)CCC1C1CCCC1` (stereo not drawn) gave influenza NS1A -8%, M. tuberculosis 69%, VEEV TC-83 Vero 2.7%, PhoP GFP inhibition -2% and M. tuberculosis HTS -2%.
`CC(NCc1ccccc1Cl)C(=O)Nc1ccc(S(=O)(=O)N2CCCC2)cc1` (stereo not drawn) gave influenza NS1A 23%, M. tuberculosis 6%, VEEV TC-83 Vero 0.7%, PhoP GFP inhibition -4% and M. tuberculosis HTS -5%.
Cc1cc(OCC(=O)N(Cc2ccco2)c2c(N)n(Cc3ccccc3)c(=O)[nH]c2=O)ccc1Cl was read as influenza NS1A -8%, M. tuberculosis 25%, VEEV TC-83 Vero 6.6% and M. tuberculosis HTS -3%.
For CC(C)(CNC(=O)c1sc2cc(F)ccc2c1Cl)N1CCOCC1 the results were influenza NS1A -3%, M. tuberculosis 64%, VEEV TC-83 Vero 1.8%, PhoP GFP inhibition 0% and M. tuberculosis HTS 7%.
COc1ccc(S(=O)(=O)NCC(=O)N(Cc2ccco2)C(C(=O)NC(C)(C)C)C(C)C)cc1 (stereo not drawn) was read as influenza NS1A 10%, M. tuberculosis -7%, VEEV TC-83 Vero inactive, PhoP GFP inhibition 1% and M. tuberculosis HTS -3%.
`CN1CCC(C2(O)c3ccccc3CSc3sccc32)CC1` (stereo not drawn) gave influenza NS1A 2%, M. tuberculosis -8%, VEEV TC-83 Vero 0.3%, PhoP GFP inhibition 3% and M. tuberculosis HTS -5%.
COc1cccc(-c2nn(-c3ccccc3)cc2/C=C(/NC(=O)c2ccccc2)C(=O)O)c1 was read as influenza NS1A -5%, M. tuberculosis -3%, VEEV TC-83 Vero 1.2%, PhoP GFP inhibition -2% and M. tuberculosis HTS 2%.
O=C(Cn1c(CN2CCCCC2)nc2ccccc2c1=O)NCc1ccco1 was read as influenza NS1A -5%, M. tuberculosis -1%, VEEV TC-83 Vero inactive, PhoP GFP inhibition 0% and M. tuberculosis HTS 3%.
CCOc1cc(NS(C)(=O)=O)c(OCC)cc1NC(=O)c1cccs1 was read as influenza NS1A 2%, M. tuberculosis 24%, VEEV TC-83 Vero 3.0%, PhoP GFP inhibition -12% and M. tuberculosis HTS -25%.
For O=C(Cc1ccccc1)Nc1ccccc1CO the results were influenza NS1A 10%, M. tuberculosis 3%, VEEV TC-83 Vero 3.7%, PhoP GFP inhibition 3% and M. tuberculosis HTS -4%.
Screening CCOc1ccc(CNC2CCCc3ccccc32)cc1 (stereo not drawn) returned influenza NS1A 0%, M. tuberculosis 16%, VEEV TC-83 Vero 0.8%, PhoP GFP inhibition 11% and M. tuberculosis HTS 1%.
For CCN1C(=O)[C@H]2[C@@H](c3ccc(-c4ccccc4)c(OC)c3)N[C@@](Cc3ccccc3)(C(=O)OC)[C@H]2C1=O the results were influenza NS1A 4%, M. tuberculosis -2%, VEEV TC-83 Vero 0.3%, PhoP GFP inhibition 1% and M. tuberculosis HTS 8%.
Screening COc1ccc(NC(=O)CSc2nccn2Cc2ccco2)cc1OC returned influenza NS1A -15%, M. tuberculosis 5%, VEEV TC-83 Vero 1.3%, PhoP GFP inhibition 5% and M. tuberculosis HTS -1%.
For COc1ccc(NC(=O)CCS(=O)(=O)c2ccccc2)c(OC)c1 the results were influenza NS1A -1%, M. tuberculosis 2%, VEEV TC-83 Vero 2.3%, PhoP GFP inhibition -14% and M. tuberculosis HTS -6%.
`O=C(COc1ccc(Cl)cc1)N1N=C(c2cccs2)CC1c1ccco1` (stereo not drawn) gave influenza NS1A 5% and VEEV TC-83 Vero 11%.
CC(C)NC(=O)COC(=O)c1cc(F)c(F)cc1Cl was read as influenza NS1A -2%, M. tuberculosis 68%, VEEV TC-83 Vero inactive, PhoP GFP inhibition -4% and M. tuberculosis HTS inconclusive.
For O=C(Cn1ccc([N+](=O)[O-])n1)NCc1ccco1 the results were influenza NS1A -2%, M. tuberculosis -3%, VEEV TC-83 Vero 0.1%, PhoP GFP inhibition 0% and M. tuberculosis HTS 0%.
For CCC(C)NC(=S)NNC(=O)c1ccc(C(C)(C)C)cc1 (stereo not drawn) the results were influenza NS1A -5%, M. tuberculosis -2%, VEEV TC-83 Vero 0.6%, PhoP GFP inhibition -4% and M. tuberculosis HTS 4%.
For CCOC(=O)Cc1nnc2c(Nc3ccc(C)cc3)nc3nonc3n12 the results were influenza NS1A -16%, M. tuberculosis 4%, VEEV TC-83 Vero 3.4%, PhoP GFP inhibition 7% and M. tuberculosis HTS -2%.
`COc1ccc(CN2C(=O)c3cccnc3C2=O)cc1S(=O)(=O)N(C)c1ccc(C)cc1` gave influenza NS1A 1%, M. tuberculosis 3%, VEEV TC-83 Vero 1.0%, PhoP GFP inhibition -10% and M. tuberculosis HTS 4%.
Screening O=C(CN(Cc1ccco1)C(=O)Cn1nnc(-c2ccc(F)cc2)n1)NC1CCCC1 returned influenza NS1A 5%, M. tuberculosis 8%, VEEV TC-83 Vero 2.5%, PhoP GFP inhibition -9% and M. tuberculosis HTS -8%.
`c1ccc2oc(NC3=NCN(C4CCCCC4)CN3)nc2c1` gave M. tuberculosis -3%, VEEV TC-83 Vero 0.9%, PhoP GFP inhibition 0% and M. tuberculosis HTS 1%.
`FC(F)(F)c1ccccc1-n1c(-c2cnccn2)n[nH]c1=S` gave influenza NS1A -20%, M. tuberculosis 4%, VEEV TC-83 Vero 0.3%, PhoP GFP inhibition 4% and M. tuberculosis HTS 0%.
`S=C(Nc1ccc(Br)cc1)N1CCn2cccc2C1c1cccnc1` (stereo not drawn) gave influenza NS1A 11% and VEEV TC-83 Vero 0.9%.
`O=C(OCC(=O)N1CCCc2ccccc21)c1ccccc1OC(F)F` gave influenza NS1A -15%, M. tuberculosis 73%, VEEV TC-83 Vero 1.9% and M. tuberculosis HTS 3%.
Screening O=C(Nc1ccc(F)c([N+](=O)[O-])c1)C(=O)c1c(O)[nH]c2ccccc12 returned influenza NS1A -1%, M. tuberculosis 4%, VEEV TC-83 Vero 4.2%, PhoP GFP inhibition 12% and M. tuberculosis HTS -1%.
Cc1ccc2[nH]c(=O)c(CN(Cc3ccco3)C(=O)N3CCOCC3)cc2c1 was read as influenza NS1A 11%, M. tuberculosis 8%, VEEV TC-83 Vero 0.3%, PhoP GFP inhibition -13% and M. tuberculosis HTS 6%.
For O=C(COC(=O)C1COc2ccccc2O1)NC1CCCCC1 (stereo not drawn) the results were influenza NS1A 2%, M. tuberculosis -4%, VEEV TC-83 Vero 0.7% and M. tuberculosis HTS 6%.
CCOc1ccc2nc(N(CCN(C)C)C(=O)c3ccc4ccccc4c3)sc2c1 was read as influenza NS1A 6%, M. tuberculosis 2%, VEEV TC-83 Vero inactive, PhoP GFP inhibition 0% and M. tuberculosis HTS 5%.
`CC(=O)c1ccc(N2CCCCC2)c(F)c1` gave influenza NS1A -14%, M. tuberculosis 8%, VEEV TC-83 Vero inactive, PhoP GFP inhibition -4% and M. tuberculosis HTS -1%.
`CN(C)S(=O)(=O)c1cccc(NC(=O)c2ccc(OC(F)(F)F)cc2)c1` gave influenza NS1A -7%, M. tuberculosis 22%, VEEV TC-83 Vero 0.3%, PhoP GFP inhibition -1% and M. tuberculosis HTS 5%.
`CCC(CC)C(=O)Nc1cccc(C(=O)NC(C)(C)C)c1` gave influenza NS1A -15%, M. tuberculosis -11%, VEEV TC-83 Vero 1.2%, PhoP GFP inhibition 5% and M. tuberculosis HTS -1%.
`C=CCNC(=O)CSc1nc2ccccc2c(=O)n1CCc1ccc(OC)c(OC)c1` gave influenza NS1A -3%, M. tuberculosis 2%, VEEV TC-83 Vero inconclusive, PhoP GFP inhibition 3% and M. tuberculosis HTS 4%.
For COc1ccc(CCNC(=O)C2CCN(Cc3nc(-c4ccccc4C)oc3C)CC2)cc1OC the results were influenza NS1A 6%, M. tuberculosis 54%, VEEV TC-83 Vero 2.4%, PhoP GFP inhibition -41% and M. tuberculosis HTS inconclusive.
`N/C(=N\OC(=O)CCC1CCCCC1)c1ccccn1` gave influenza NS1A 0%, M. tuberculosis 30%, VEEV TC-83 Vero 0.4%, PhoP GFP inhibition 14% and M. tuberculosis HTS 8%.

Compounds above that contain a nitro group on carbon:
For O=C(Cn1ccc([N+](=O)[O-])n1)NCc1ccco1 the results were influenza NS1A -2%, M. tuberculosis -3%, VEEV TC-83 Vero 0.1%, PhoP GFP inhibition 0% and M. tuberculosis HTS 0%.
Screening O=C(Nc1ccc(F)c([N+](=O)[O-])c1)C(=O)c1c(O)[nH]c2ccccc12 returned influenza NS1A -1%, M. tuberculosis 4%, VEEV TC-83 Vero 4.2%, PhoP GFP inhibition 12% and M. tuberculosis HTS -1%.

(cont.)
For CCC(c1nnc(SCc2nc3ccccc3s2)n1Cc1ccccc1)N(C)C (stereo not drawn) the results were influenza NS1A 8%, M. tuberculosis 40%, VEEV TC-83 Vero 1.7%, PhoP GFP inhibition 4% and M. tuberculosis HTS 1%.
Screening CCCn1ncc(C(=O)NC2CCCN(Cc3ccc(Cl)cc3)C2)c1C (stereo not drawn) returned influenza NS1A 2%, M. tuberculosis 33%, VEEV TC-83 Vero inactive, PhoP GFP inhibition 5% and M. tuberculosis HTS 5%.
`CCN(CC)S(=O)(=O)c1ccc(Cl)c(NC(=O)c2cc(Cl)ccc2Cl)c1` gave influenza NS1A -3%, M. tuberculosis -14%, VEEV TC-83 Vero 0.6%, PhoP GFP inhibition -1% and M. tuberculosis HTS -1%.
O=C(CSc1ncn[nH]1)Nc1ccccc1-c1ccccc1 was read as influenza NS1A -2%, M. tuberculosis -2%, VEEV TC-83 Vero 2.1%, PhoP GFP inhibition -2% and M. tuberculosis HTS -6%.
For CCCCN(C(=O)c1cccs1)c1c(N)n(Cc2ccccc2)c(=O)[nH]c1=O the results were influenza NS1A 26%, M. tuberculosis 20%, VEEV TC-83 Vero 0.1% and M. tuberculosis HTS 10%.
COC(=O)CNS(=O)(=O)c1ccc(Cc2ccc(S(=O)(=O)NCC(=O)OC)cc2)cc1 was read as influenza NS1A -3%, M. tuberculosis 9%, VEEV TC-83 Vero 3.1%, PhoP GFP inhibition 4% and M. tuberculosis HTS -3%.
Screening COc1ccc(C2C3=C(CC(C)(C)CC3=O)Nc3cc4c(cc32)OCO4)cc1 (stereo not drawn) returned influenza NS1A -1%, M. tuberculosis 17%, VEEV TC-83 Vero 1.8%, PhoP GFP inhibition 52% and M. tuberculosis HTS -3%.
`COCCN(C(=O)CSc1nnc(Nc2ccc(C)cc2)s1)c1c(N)n(CC(C)C)c(=O)[nH]c1=O` gave influenza NS1A 10%, M. tuberculosis 12%, VEEV TC-83 Vero 3.9%, PhoP GFP inhibition 10% and M. tuberculosis HTS -2%.
For O=C(Nc1ccccc1)c1ccc(S(=O)(=O)NCc2ccco2)cc1 the results were influenza NS1A -6%, M. tuberculosis 7%, VEEV TC-83 Vero 0.2%, PhoP GFP inhibition 9% and M. tuberculosis HTS 11%.
Screening COCCOC(=O)c1sc2nc[nH]c(=O)c2c1C returned influenza NS1A -1%, M. tuberculosis -6%, VEEV TC-83 Vero 1.6%, PhoP GFP inhibition 6% and M. tuberculosis HTS -1%.
Screening Cc1cc(CN2C(=O)c3ccccc3C2=O)no1 returned influenza NS1A 1%, M. tuberculosis 2%, VEEV TC-83 Vero 0.2%, PhoP GFP inhibition -10% and M. tuberculosis HTS 6%.
Screening O=C(NCCN1CCOCC1)c1ccc(Cl)nc1 returned influenza NS1A 0%, M. tuberculosis -25%, VEEV TC-83 Vero 7.0%, PhoP GFP inhibition 3% and M. tuberculosis HTS -4%.

Filtered by structure, those above with an aryl thioether with sulfur outside any ring (5)
Screening COc1ccc(NC(=O)CSc2nccn2Cc2ccco2)cc1OC returned influenza NS1A -15%, M. tuberculosis 5%, VEEV TC-83 Vero 1.3%, PhoP GFP inhibition 5% and M. tuberculosis HTS -1%.
`C=CCNC(=O)CSc1nc2ccccc2c(=O)n1CCc1ccc(OC)c(OC)c1` gave influenza NS1A -3%, M. tuberculosis 2%, VEEV TC-83 Vero inconclusive, PhoP GFP inhibition 3% and M. tuberculosis HTS 4%.
For CCC(c1nnc(SCc2nc3ccccc3s2)n1Cc1ccccc1)N(C)C (stereo not drawn) the results were influenza NS1A 8%, M. tuberculosis 40%, VEEV TC-83 Vero 1.7%, PhoP GFP inhibition 4% and M. tuberculosis HTS 1%.
O=C(CSc1ncn[nH]1)Nc1ccccc1-c1ccccc1 was read as influenza NS1A -2%, M. tuberculosis -2%, VEEV TC-83 Vero 2.1%, PhoP GFP inhibition -2% and M. tuberculosis HTS -6%.
`COCCN(C(=O)CSc1nnc(Nc2ccc(C)cc2)s1)c1c(N)n(CC(C)C)c(=O)[nH]c1=O` gave influenza NS1A 10%, M. tuberculosis 12%, VEEV TC-83 Vero 3.9%, PhoP GFP inhibition 10% and M. tuberculosis HTS -2%.

From PubChem
